OX1R antag – blocks the human orexin 1 receptor; O43613; hit rate 1.8% among 330,000; inhibition, % at 6.6 µM; OX1R-expressing cells, FRET antagonist read-out; in the data active means inhibition mostly above about 38%, no sharp cut-off; inactive means mostly below about 40%;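 further: 0% = agonist challenge alone and 100% = reference antagonist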
KCNQ2 inh – KCNQ2 channel blockers in CHO-K1 cells – cell-based, FluxOR thallium flux, B-score, primary screen (AID 2156); O88943; B-score at 10 µM; hit rate 1.1% among 310,000; 20 min; stronger effect = lower value;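 active means fluorescence ratio B-score at most minus 3 library SDs, with starting brightness B-score within 2 library SDs, cut at about -5.5 in these data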
Target sequence (O88943 whole entry, looked up): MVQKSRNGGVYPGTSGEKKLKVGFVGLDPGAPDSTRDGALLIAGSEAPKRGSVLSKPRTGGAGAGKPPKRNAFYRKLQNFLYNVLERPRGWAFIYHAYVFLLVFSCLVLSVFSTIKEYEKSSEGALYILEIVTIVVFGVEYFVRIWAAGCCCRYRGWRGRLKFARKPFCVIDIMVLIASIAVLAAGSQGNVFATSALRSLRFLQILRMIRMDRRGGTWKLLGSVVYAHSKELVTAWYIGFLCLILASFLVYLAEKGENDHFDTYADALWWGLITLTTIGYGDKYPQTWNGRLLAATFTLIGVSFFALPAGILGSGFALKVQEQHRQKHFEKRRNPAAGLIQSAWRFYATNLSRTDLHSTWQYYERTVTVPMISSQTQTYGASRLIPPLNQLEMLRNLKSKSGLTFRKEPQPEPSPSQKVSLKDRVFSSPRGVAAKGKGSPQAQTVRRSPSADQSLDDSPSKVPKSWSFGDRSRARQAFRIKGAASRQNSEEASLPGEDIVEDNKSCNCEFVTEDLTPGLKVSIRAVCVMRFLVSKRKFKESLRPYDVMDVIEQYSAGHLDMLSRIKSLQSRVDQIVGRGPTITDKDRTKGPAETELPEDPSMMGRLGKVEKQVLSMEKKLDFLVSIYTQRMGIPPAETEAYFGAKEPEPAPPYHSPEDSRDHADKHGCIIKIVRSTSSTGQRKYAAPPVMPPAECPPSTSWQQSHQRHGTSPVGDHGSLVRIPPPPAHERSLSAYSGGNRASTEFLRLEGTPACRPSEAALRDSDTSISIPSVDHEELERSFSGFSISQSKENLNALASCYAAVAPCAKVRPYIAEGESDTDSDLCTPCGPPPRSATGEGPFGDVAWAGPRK
STK33 inh – human STK33 kinase inhibition | hit rate 0.073% among 320,000 | inhibition, % at 10 µM | AID 2661 | Q9BYT3 | purified STK33, MBP phosphorylation, ADP-Glo luminescence;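 active means inhibition at or above 25%, using the most active replicate where run in duplicate; inactive means inhibition below 25%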
Starred values were filed as active, the others as inactive; i = inactive; / = no result given.

entry	SMILES	OX1R antag	KCNQ2 inh	STK33 inh
1	CCOC(=O)C1(CCOC)CCN(Cc2nc(-c3cccs3)oc2C)CC1	10.0	i	0.0
2	CN1CCN(C(=O)c2ccc3c(c2)N(Cc2ccc(Cl)cc2)C(=O)c2ccccc2S3=O)CC1 (stereo not drawn)	12.0	i	-1.1
3	O=C(COC(=O)c1ccco1)NCCc1ccc(Cl)cc1	7.2	/	-0.4
4	COc1ccccc1-c1nc2ccccc2nc1-c1ccccc1OC	44.5	i	-1.9
5	COc1cc2c(cc1OC)C(c1cccc(Br)c1)CC(=O)N2 (stereo not drawn)	/	i	-0.9
6	CCOc1ccccc1C1C(C#N)=C(N)Oc2n[nH]c(CC)c21 (stereo not drawn)	15.9	i	0.2
7	CC(=O)Oc1ccc(/C=C(\NC(=O)c2ccco2)C(=O)NCc2ccco2)cc1	12.5	i	-0.2
8	CCC(=O)c1ccc(O)c(CC=C(C)C)c1	20.4	i	-0.4
9	Cc1ccsc1C=Nc1ccc(O)cc1	23.5	i	2.6
10	O=C(CSc1nc2ccccc2s1)NCc1ccc2c(c1)OCO2	44.4	i	-1.8
11	COc1cccc(Nc2ncc(C#N)c(N)n2)c1	7.3	i	8.4
12	COc1ccc(NC(=S)NC(=O)c2ccc(Br)o2)cc1	6.7	i	-0.4
13	O=C(c1ccoc1)N1CCC2(CC1)Oc1ccc(F)cc1C(=O)C21CC(c2ccc(Cl)cc2)=NO1 (stereo not drawn)	4.6	i	-0.4
14	CN(CCC#N)C(=O)c1cc2c(Cl)nc3ccccc3c2s1	2.1	i	0.0
15	COc1ccc(C2=NN(C(=O)c3ccccc3)C(c3ccccc3)C2)c(O)c1 (stereo not drawn)	2.2	i	0.1
16	O=C(O)CC/C(=N/NC(=O)CNC(=O)Cc1ccc(Cl)cc1)c1ccccc1	11.6	i	0.7
17	O=C(c1ccc(C#CC2(O)CCCCC2)cc1)N1CCN(Cc2ccccc2)CC1	10.4	i	0.1
18	CC(=O)c1ccc(N2CCN(C(=O)Nc3ccc(C(C)C)cc3)CC2)cc1	10.3	i	0.2
19	CCc1ccc(-n2nnnc2SCC(=O)Nc2ccc(NC(C)=O)cc2)cc1	10.5	i	5.3
20	CCN(CC)CCNC(=O)c1ccc(NC(=O)Cc2cccc3ccccc23)cc1	17.7	i	-0.4
21	COc1cc(C(=O)NNC(=O)c2cc(=O)[nH]c3ccccc23)cc(OC)c1OC	13.1	i	-0.5
22	COc1ccccc1N1CCN(C2CCCN(C(=O)c3ccoc3)C2)CC1 (stereo not drawn)	11.9	i	-2.3
23	COc1ccccc1CNC(=O)COC(=O)C1CCN(S(=O)(=O)c2ccccc2)CC1	17.8	i	-1.6
24	COc1ccc(CC(=O)N2CCN(c3cccc(C)c3C)CC2)cc1	6.6	i	0.0
25	Cc1ccc(C(=O)NC(=S)Nc2ccc(N3CCOCC3)cc2)c(C)c1	31.2	i	-0.3
26	CC(Sc1nnc2ccccn12)C(=O)NCc1ccc2c(c1)OCO2 (stereo not drawn)	0.1	i	-0.7
27	COc1ccc(S(=O)(=O)N/N=C\c2ccc([N+](=O)[O-])o2)c(OC)c1	18.4	i	-0.7
28	CC1CCC(NC(=O)c2ccc(CS(=O)(=O)Cc3ccccc3F)o2)CC1 (stereo not drawn)	1.8	i	-0.1
29	O=C(CCN1C(=O)c2ccncc2C1=O)NCc1ccc(Cl)cc1	29.6	i	-1.1
30	CC(=O)NS(=O)(=O)c1ccc(NC(=S)NC(=O)C(C)(C)C)cc1	4.4	i	0.5

As entered above:
CC(Sc1nnc2ccccn12)C(=O)NCc1ccc2c(c1)OCO2 (stereo not drawn) | STK33 inh: -0.7
O=C(O)CC/C(=N/NC(=O)CNC(=O)Cc1ccc(Cl)cc1)c1ccccc1 | STK33 inh: 0.7
CCN(CC)CCNC(=O)c1ccc(NC(=O)Cc2cccc3ccccc23)cc1 | OX1R antag: 17.7
O=C(c1ccc(C#CC2(O)CCCCC2)cc1)N1CCN(Cc2ccccc2)CC1 | STK33 inh: 0.1
O=C(CCN1C(=O)c2ccncc2C1=O)NCc1ccc(Cl)cc1 | OX1R antag: 29.6
CC(=O)NS(=O)(=O)c1ccc(NC(=S)NC(=O)C(C)(C)C)cc1 | STK33 inh: 0.5
COc1ccccc1CNC(=O)COC(=O)C1CCN(S(=O)(=O)c2ccccc2)CC1 | STK33 inh: -1.6

(continued)
entry	SMILES	OX1R antag	KCNQ2 inh	STK33 inh
31	CSc1ccccc1NC(=O)COC(=O)CCc1ccccc1	14.8	i	0.5
32	Cc1nc2sc(C(c3cccs3)N3CC(C)CC(C)C3)c(O)n2n1 (stereo not drawn)	-2.8	i	-0.5
33	CCCS(=O)(=O)N1CCN(C(=O)c2ccco2)CC1	3.8	i	1.2
34	OCCC1CN(Cc2cccc(O)c2)CCN1CCc1ccccc1 (stereo not drawn)	21.6	i	-1.2
35	C/C=C/c1ccc(Oc2nnnn2-c2ccc(C(N)=O)cc2)c(OC)c1	6.5	i	-0.2
36	O=C(CSc1nc(-c2ccccc2)cs1)NC(=O)NCc1ccco1	14.8	i	-1.9
37	CC(=O)C1=C(O)C(=O)N(CCC(=O)O)C1c1ccc(Cl)cc1Cl (stereo not drawn)	18.4	i	-2.1
38	O=S(=O)(Cc1ccccc1)NCC1CCCN(Cc2cccc3nonc23)C1 (stereo not drawn)	20.4	i	-0.6
39	CC1CCCCN1CCNC(=O)CN1C(=O)CSc2ccc(S(=O)(=O)N3CCCCC3)cc21 (stereo not drawn)	-0.4	i	-0.2
40	CCn1cc(C(=O)Nc2cccc(NC(C)=O)c2)c2cc(OC)c(OC)cc2c1=O	6.5	i	-0.3
41	O=C(O)/C=C\C(=O)Nc1ccc(OC(F)F)cc1	18.8	i	0.4
42	c1ccc(-c2nnn(C34CC5CC(CC(C5)C3)C4)n2)cc1	7.3	i	-1.2
43	Cc1cc2c(=O)n(CC(=O)NCC(=O)Nc3ccc(C(C)C)cc3)cnc2s1	10.5	i	2.9
44	COc1cccc(CN(C)CC(=O)Nc2sc3c(c2C#N)CCC3)c1OC	43.8	i	0.2
45	O=C(c1c(F)cccc1F)N1CCCC(c2nc(-c3cccs3)no2)C1 (stereo not drawn)	20.7	i	0.0
46	COc1ccc(NC(=O)CSc2nnc(-c3ccccn3)n2-c2ccccc2)cc1OC	7.0	i	-1.0
47	O=C(NCCCN1CCCC(O)C1)c1cc(COc2ccc(F)cc2F)on1 (stereo not drawn)	9.5	i	1.2
48	COc1ccccc1NC(=O)c1ccccc1Nc1ccccc1	1.7	i	0.3
49	CCn1cnc2cc(NC(=O)c3ccco3)ccc21	10.3	i	0.6
50	CCOC(=O)[C@H]1[C@H]2COc3ccc(Cl)cc3[C@H]2N2C(=O)CNC(=O)[C@@]12C	8.2	/	-0.5
51	O=C(Nc1ccccc1C(=O)NCc1ccco1)Nc1cccc2ccccc12	22.3	i	-0.5
52	CC12CC3CC(C)(C1)CC(C(=O)NC(=S)N1CCOCC1)(C3)C2	11.9	i	-1.7
53	O=C(c1ccc(Cl)cc1)N1CCn2c1nc1ccccc12	17.7	i	-0.9
54	COc1ccc(-c2nc(-n3c(C)c(C(C)=O)c(C(C)=O)c3C)sc2C)cc1	16.7	i	-1.6
55	COc1cc(-c2noc(C3CCCN(C(=O)c4ccccc4)C3)n2)cc(OC)c1OC (stereo not drawn)	39.5	i	0.3
56	Cc1cc(C)n(CCN(C)C(=O)CCc2nnc(CCC3CCCCC3)o2)n1	2.5	i	0.3
57	CC(=O)c1c(C)oc2ccc(N(C(C)=O)S(=O)(=O)c3ccc(Br)cc3)cc12	9.0	i	0.8
58	N#Cc1ccc(OCC(=O)N2CCN(c3ccc(C(F)(F)F)cn3)CC2)cc1	8.6	/	0.4
59	Nc1ccc(C(=O)OC2CCOC2=O)cc1[N+](=O)[O-] (stereo not drawn)	57.1	i	0.8
60	Cc1ccc(NC2CCCN(C(=O)c3cccc4nccnc34)C2)cc1C (stereo not drawn)	47.6	i	-2.0
61	Nc1n[nH]c(-c2cccc([N+](=O)[O-])c2)n1	27.9	i	-1.5
62	CCOc1cc(C2NC(=O)NC(O)(C(F)(F)F)C2C(=O)c2ccc(OC)cc2)ccc1O (stereo not drawn)	11.8	i	0.5
63	O=C(CN1C(=O)NC2(CCCCCC2)C1=O)NCc1ccc(Cl)cc1	8.1	/	0.3
64	Cc1cc(N2CCCCC2)nc(N)n1	6.5	i	-0.1
65	CCOc1cc(/C=C(\C#N)C(=O)Nc2ccccn2)ccc1O	13.6	i	-0.9
66	Cc1ccc(C)c(OCC(=O)Nc2ccc(C(=O)O)cc2NC(=O)COc2cc(C)ccc2C)c1	18.5	i	-1.7
67	Nc1nonc1-n1nnc(C(=O)N/N=C/c2ccccc2Cl)c1-c1ccccc1	29.3	i	0.3
68	CC1(C)CC(=S)Nc2ccccc2S1	8.6	i	-1.2
69	C1=C(c2ccccc2)Nc2nnnn2C1c1cccs1 (stereo not drawn)	9.4	i	-0.6
70	O=C(Nc1ccc(S(=O)(=O)Nc2ccccn2)cc1)c1ccc(Cl)cc1Cl	0.2	i	-0.1
71	COc1ccc(CCNS(=O)(=O)c2ccc3oc(C(=O)O)c(C)c3c2)cc1OC	2.2	i	0.3
72	O=C(Nc1nnc(SCc2ccccc2F)s1)C1=COCCO1	31.3	i	-2.3
73	CCn1cc(CN2CCC(n3nccc3NC(=O)C(OC)c3ccccc3)CC2)cn1 (stereo not drawn)	17.9	i	-1.1
74	CCN(CC)c1ccc(C=Nc2ccc(OC)c(S(=O)(=O)N3CCOCC3)c2)c(O)c1	9.6	/	-0.7
75	O=C(CSc1ccccc1F)NCCCN1CCCC1=O	0.7	i	-0.5
76	CS(=O)(=O)c1ccc2nc(NC(=O)c3cc(-c4ccccc4)nn3-c3ccccc3)sc2c1	18.7	i	-2.0
77	COc1cc(NC(=O)Cc2cccs2)ccc1-n1cnnn1	31.6	i	-0.4
78	CCc1noc(C)c1C(=O)Nc1nnc(CC(C)C)s1	7.7	i	-0.7
79	COc1ccc(OC)c(-c2csc(CCn3nc(C)cc3C)n2)c1	20.2	i	-0.4
80	O=C1CCCN1CN(C(=O)c1ccccc1)c1ccc(F)cc1	15.4	i	-0.5
81	COc1cc2c(cc1OC)CN(C(=O)/C=C/c1ccc([N+](=O)[O-])cc1)CC2	56.5	i	1.3
82	Nc1cc(N)nc(SCC(=O)Nc2ccc3c(c2)OCO3)n1	8.1	i	3.8
83	CN(C)C=Nc1nonc1N	9.6	i	-0.3
84	CC(C)(C)C(=O)CN1C(=O)C2(OCCO2)c2ccccc21	3.1	i	-4.7
85	CC(=O)NN1C(=O)c2ccc3c4c(ccc(c24)C1=O)C(=O)N(NC(C)=O)C3=O	83.2*	i	0.2
86	CCOc1ccccc1NC(=O)N1CCCC1C(=O)Nc1ccc(NC(C)=O)cc1 (stereo not drawn)	3.3	i	-3.1
87	COc1ccc(-c2ccc(SCc3ccccn3)nn2)cc1OC	11.3	i	-0.5
88	COc1ccc(NC(=O)C2CCCN(c3cnccn3)C2)c(OC)c1 (stereo not drawn)	14.2	i	-1.0
89	COCCNC(=O)c1cc(-c2cccnc2)nc2ccc(Br)cc12	28.4	i	-1.3
90	CC(C)(C)NC(=O)C(c1cccs1)N(C(=O)C(=O)NC1CCCC1)c1ccccc1F (stereo not drawn)	23.2	i	-0.9

Following part:
entry	SMILES	OX1R antag	KCNQ2 inh	STK33 inh
91	Cc1ccnc(NC(=O)CCC(=O)N(CC(=O)NCc2ccccc2)c2ccc3c(c2)OCO3)c1	14.7	i	-1.8
92	C=CCSc1nc(O)c(C2OC(=O)c3c2ccc(OC)c3OC)c(=O)n1-c1ccccc1 (stereo not drawn)	13.1	i	0.5
93	CC(C)(C)NS(=O)(=O)c1ccc2[nH]c3c(c2c1)CCCCC3	4.7	i	1.0
94	CCc1ccccc1N1C(=O)[C@@H]2Cc3ccccc3CN2C1=O	16.6	i	0.8
95	CC(C)(C)OC(=O)N1CCC(CNC(=O)c2ccc(F)cc2F)CC1	10.3	i	-0.5
96	Cc1cc(OCCCCCN2CCCC2)ccc1Cl	31.3	i	-0.2
97	COC(=O)c1c(C)oc(C)c1S(=O)(=O)NCc1cccs1	3.9	i	-0.2
98	O=C(NCCN1CCN(Cc2ccccc2)CC1)Nc1cc(Cl)cc(Cl)c1	4.6	i	-1.1
99	O=C(NC1CCN(Cc2ccc3ccccc3c2)CC1)c1ccccc1	2.6	i	-1.5
100	C=CCNC(=O)NC(=O)COC(=O)CC(NC(N)=O)c1ccc(Cl)cc1 (stereo not drawn)	11.9	i	0.0
101	CCCCNc1c(-c2ccc(SC3CCCCC3)c(OC)c2)nc2ccc(Cl)cn12	24.3	i	0.4
102	O=c1oc2ccccc2c2nccnc12	20.6	i	-0.2
103	O=C(C1=C[C@@H](c2ccc(C(F)(F)F)cc2)C[C@@H](OCCCCO)O1)N1CCCCCCC1	29.9	i	0.5

Part of the list above, with one line to a screen.
73. CCn1cc(CN2CCC(n3nccc3NC(=O)C(OC)c3ccccc3)CC2)cn1 (stereo not drawn)
56. Cc1cc(C)n(CCN(C)C(=O)CCc2nnc(CCC3CCCCC3)o2)n1
20. CCN(CC)CCNC(=O)c1ccc(NC(=O)Cc2cccc3ccccc23)cc1

| entry no. | 73 | 56 | 20 |
| --- | --- | --- | --- |
| OX1R antag | 17.9 | 2.5 | 17.7 |
| KCNQ2 inh | i | i | i |
| STK33 inh | -1.1 | 0.3 | -0.4 |
